Source: PubChem (Broad Institute)
DENV2 CPE rescue: inhibitors of DENV2 cytopathic effect, primary screen, cell-based, plate reader, single concentration. CPE inhibition, % at 9.99 µM. AID 651640, 2012. actives 1.7% (n = 350,000). DENV2-infected cells, cytopathic effect rescue; in the data active = CPE inhibition above about 20%, passing the limit was not always enough; inconclusive = no clear call, values can overlap the other calls; tested in BHK-21 cells;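 note: 0% = median of neutral control wells and 100% = median of positive control wells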
C2C12 statin: suppressors of statin myotoxicity in C2C12 myotubes, primary screen, cell-based, single point, plate reader; C2C12 myotubes + simvastatin, ATP luminescence, 48 h; scaled: DMSO 0, geranylgeraniol control 100; rescue of ATP level, % at 7.49 µM; actives 0.78% (n = 330,000);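 active = mean ATP rescue above about 67%, or every replicate alone reaching that limit, limit read from the data, passing the limit was not always enough; inconclusive = no clear call, values can overlap the other calls; inactive = mean under the limit and some replicate under it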;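 note: myotubes were challenged with 10 µM simvastatin during compound exposure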
S100A4 MyoIIA: inhibitors of S100A4-myosin IIA peptide binding, primary screen, biochemical, fluorescence polarization, TAMRA-MyoIIA peptide; inhibition, % at 10.7 µM; actives 0.14% (n = 360,000); AID 652163, 2013;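 active = mean inhibition of at least 70% across replicates, with every replicate also reaching that level; inconclusive = mean inhibition reaches 70% but some replicates fall short; inactive = mean inhibition below 70%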
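Material: S100A4 monomer protein / Buffer or medium: 50 mM HEPES pH 7.2, 10 mM CaCl2, 100 mM KCl / Times: 5 min incubation before reading / Benchmarks: neutral control DMSO, positive control TFP / Reagent: labelled myosin peptide probe, 5 nM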
ERp5 inh: inhibitors of ERp5-driven insulin aggregation, primary screen, biochemical, turbidity, absorbance 650 nm, single point; Protein disulfide-isomerase A6 (Homo sapiens), Q15084; 90 min; inhibition, % at 9.99 µM; actives 0.05% (n = 350,000); AID 651711, 2012;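 active = mean replicate inhibition above about 25%, with every replicate also reaching it, limit read from the data, passing the limit was not always enough; inconclusive = only one of those two criteria met; inactive = neither criterion met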
Target sequence (Q15084 whole entry, looked up): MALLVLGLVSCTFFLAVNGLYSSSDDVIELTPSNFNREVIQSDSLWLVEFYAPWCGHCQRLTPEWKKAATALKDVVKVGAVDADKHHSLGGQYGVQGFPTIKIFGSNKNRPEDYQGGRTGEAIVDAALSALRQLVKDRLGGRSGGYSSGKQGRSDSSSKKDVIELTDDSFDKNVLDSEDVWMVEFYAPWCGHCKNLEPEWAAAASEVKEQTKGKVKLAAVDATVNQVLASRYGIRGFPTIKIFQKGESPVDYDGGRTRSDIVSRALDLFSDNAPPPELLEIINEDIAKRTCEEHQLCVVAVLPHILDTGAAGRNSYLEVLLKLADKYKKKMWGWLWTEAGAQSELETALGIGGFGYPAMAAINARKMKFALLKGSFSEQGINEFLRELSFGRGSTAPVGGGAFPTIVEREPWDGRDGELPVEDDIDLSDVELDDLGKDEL
PglD DTNB: C. jejuni PglD acetyltransferase inhibitors, primary screen, biochemical, DTNB colorimetric, single point; actives 0.098% (n = 360,000); inhibition, % at 12.5 µM; purified PglD enzyme, DTNB colorimetric CoA detection; in the data active = inhibition above about 16%, passing the limit was not always enough; inconclusive = no clear call, values can overlap the other calls; note: strong numbers were not always called active
SIRT5 block: SIRT5 desuccinylase inhibitors, primary screen, biochemical, fluorescence imaging, single point, set 5; Purified SirT5, succinyl-peptide AMC, trypsin-coupled fluorescence; actives 1.1% (n = 330,000); inhibition, % at 15 µM; NAD-dependent protein deacylase sirtuin-5, mitochondrial (Homo sapiens), Q9NXA8; in the data active = inhibition above about 15%; inconclusive = no clear call, values can overlap the other calls
E-selectin induc: E-selectin induction in HUVECs, primary screen, imaging, HUVEC, immunofluorescence imaging, single point | normalized: neutral wells 0, TNF-alpha wells 100 | actives 0.37% (n = 260,000) | activation, % at 7.58 µM | P16581;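 active = mean E-selectin-positive cell signal at least 10% of the positive control, reached in at least 60% of replicates, without over 20% cell loss; inconclusive = no rule given, readout overlaps actives, possibly toxicity-flagged; inactive = the rest, including those meeting only one limit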;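 note: in these data hits start at about 27%; measured in HUVEC primary endothelial cells; signal is the percent of cells scored E-selectin positive by PE staining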
Target sequence (P16581 whole entry, looked up): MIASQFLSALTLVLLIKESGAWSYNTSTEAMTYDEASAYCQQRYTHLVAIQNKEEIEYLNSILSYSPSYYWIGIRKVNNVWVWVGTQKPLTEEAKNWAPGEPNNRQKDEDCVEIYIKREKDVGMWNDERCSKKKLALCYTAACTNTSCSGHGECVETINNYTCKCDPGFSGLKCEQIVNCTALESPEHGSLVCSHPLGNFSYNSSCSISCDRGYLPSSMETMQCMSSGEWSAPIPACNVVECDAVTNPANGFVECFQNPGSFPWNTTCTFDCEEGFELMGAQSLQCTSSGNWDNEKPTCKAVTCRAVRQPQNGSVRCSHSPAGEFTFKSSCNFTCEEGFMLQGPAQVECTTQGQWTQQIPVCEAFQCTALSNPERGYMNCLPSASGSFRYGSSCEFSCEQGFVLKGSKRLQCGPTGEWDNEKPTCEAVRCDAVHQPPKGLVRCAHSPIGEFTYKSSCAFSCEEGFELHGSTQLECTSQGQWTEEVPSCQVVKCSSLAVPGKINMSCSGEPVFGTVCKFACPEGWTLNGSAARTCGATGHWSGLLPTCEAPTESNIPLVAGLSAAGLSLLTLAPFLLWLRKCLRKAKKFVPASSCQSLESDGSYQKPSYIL
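Read-out basis: % PE-positive cells; Test system: HUVEC primary endothelial cells; Technique: immunofluorescence imaging; Dosing: single-point compound dose.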
Active calls of the source: *; ? = inconclusive; . = no result given; & = joins results of further samples. Not all compounds are listed; the hit share may differ from the screen's.

SMILES	DENV2 CPE rescue	C2C12 statin	S100A4 MyoIIA	ERp5 inh	PglD DTNB	SIRT5 block	E-selectin induc
COc1ccc(-c2cn3c(C)c(C(=O)N4CCN(c5ccccc5)CC4)sc3n2)cc1	8	-9	-7	4	0	-3	1.9
CCCNC(=O)N(C)C[C@@H]1Oc2cc(C#Cc3cccc(F)c3)ccc2S(=O)(=O)N([C@H](C)CO)C[C@@H]1C	-5	.	-3	-2	2	13	-0.4
C[C@H]1CN([C@@H](C)CO)C(=O)c2cc(NC(=O)Cc3ccccc3)ccc2O[C@@H]1CN(C)S(=O)(=O)c1ccc(Cl)cc1	-6	-16	-3	-2	6	1	-12
CCCN(c1ccc(C(=O)OC)cc1)S(=O)(=O)c1ccccc1	1	.	0	1	.	-1	0.0
COc1cccc(NC(=O)CCC(=O)Nc2cccc(OC)c2)c1	.	-2	.	.	7	.	0.0
C[C@H]1CN([C@@H](C)CO)C(=O)Cc2cc(NC(=O)Cc3ccccc3)ccc2O[C@H]1CN(C)S(=O)(=O)c1ccc(Cl)cc1	-5	21	-6	1	-4	0	-5.7
Clc1cccc(-c2nn3c(Cn4cnc5ccccc54)nnc3s2)c1	7	.	8	-4	.	5	.
O=c1[nH]c2cc(Cl)cc([N+](=O)[O-])c2c2ccc(Cl)cc12	-9	-6	-1	7	0	-3	0.0
Cc1cc(C)cc(OCC(=O)OCC(=O)NC2CCCCCCC2)c1	-2	16	-2	1	-2	-5	.
CCc1ccc(OC(=O)/C=C/c2ccco2)cc1	2	1	-5	0	2	0	0.4
Cn1c(/C=C/c2ccc(Cl)cc2)nc2ccccc2c1=O	-8	-56	-1	7	-2	-2	.
CCC(NC(=O)c1[nH]c(C)c(C(C)=O)c1C)c1ccc(Br)cc1 (stereo not drawn)	-1	-5	-3	-2	3	0	.
COc1cc(/C=N/NC(=O)C(=O)NCc2ccco2)cc(Br)c1O	0	.	1	2	.	-4	-0.2
Nn1c(SCc2ccccc2F)nnc1-c1ccncc1	6	.	-1	5	3	-4	.
CN(c1ccccc1)c1cc(Br)nc(Br)c1	-4	.	-4	2	.	-10	0.0
C[C@H](NC(=O)C[C@@H]1C[C@H]2c3cc(N(C)C)ccc3O[C@H]2[C@H](CO)O1)c1ccccc1	3	-1	4	2	-2	6	0.1
O=C(C[C@@H]1CC[C@@H]2[C@H](COC[C@H](O)CN2C(=O)c2cnccn2)O1)NCc1ccc(Oc2ccccc2)cc1	?	12	-12	-2	-3	3	0.2
CCCN1[C@@H]2c3ccc(-c4ccccc4OC)c(=O)n3C[C@@H]2[C@@H](CO)[C@@H]1C(=O)Nc1nccs1	1	13	-10	-5	-1	-3	0.1
CN(C)CC(=O)N[C@@H]1C[C@@H]2O[C@H](CO)CC[C@@H]2O[C@@H]1CCc1ccc(C#Cc2ccccc2)cc1	7	.	-7	2	.	-2	.
COc1ccc2c3c([nH]c2c1)[C@H](CO)N(C(=O)C1CCCC1)CC31CN(Cc2nccs2)C1	-1	.	5	9	.	10	-0.1
CCOc1ccccc1NC(=O)CCCNC(=O)c1ccc(Cl)cc1	2	7	-1	-7	-1	.	0.4
CC(Oc1cc2oc(=O)c3c(c2cc1Cl)CCCC3)C(=O)NCc1ccccn1 (stereo not drawn)	?	1	-1	0	-2	0	.
C[C@H](CO)N1C[C@H](C)[C@@H](CN(C)C(=O)Nc2cccc3ccccc23)Oc2ccc(NC(=O)Nc3cccc4ccccc34)cc2CC1=O	3	.	-4	.	.	-1	-0.3
COc1cccc(/C=N/N=C(\N)c2nonc2N)c1O	-10	.	-3	3	.	-2	.
C=CCNC(=O)CCCOc1cc(C)ccc1C	1	.	3	0	-5	-1	.

One compound at a time (already shown). Order of screens: DENV2 CPE rescue	C2C12 statin	S100A4 MyoIIA	ERp5 inh	PglD DTNB	SIRT5 block	E-selectin induc
`CCC(NC(=O)c1[nH]c(C)c(C(C)=O)c1C)c1ccc(Br)cc1` (stereo not drawn) in the list: -1	-5	-3	-2	3	0	.
`CCCNC(=O)N(C)C[C@@H]1Oc2cc(C#Cc3cccc(F)c3)ccc2S(=O)(=O)N([C@H](C)CO)C[C@@H]1C` in the list: -5	.	-3	-2	2	13	-0.4

The main list resumes, repeating the three entries before the break.
SMILES	DENV2 CPE rescue	C2C12 statin	S100A4 MyoIIA	ERp5 inh	PglD DTNB	SIRT5 block	E-selectin induc
C[C@H](CO)N1C[C@H](C)[C@@H](CN(C)C(=O)Nc2cccc3ccccc23)Oc2ccc(NC(=O)Nc3cccc4ccccc34)cc2CC1=O	3	.	-4	.	.	-1	-0.3
COc1cccc(/C=N/N=C(\N)c2nonc2N)c1O	-10	.	-3	3	.	-2	.
C=CCNC(=O)CCCOc1cc(C)ccc1C	1	.	3	0	-5	-1	.
Cc1ccc(C(C)NC(=O)Cc2cccs2)cc1C (stereo not drawn)	0	.	-1	-9	18	-3	-0.1
COC(=O)Cc1csc(Nc2ccc(F)c(Cl)c2)n1	?	.	-2	5	.	-2	0.2
Cn1c(CCC(=O)OCC(=O)NCc2ccc3c(c2)OCO3)nc(=O)c2ccccc21	-6	4	0	8	0	.	1.7
C=CCC(C(=O)OC)(C(=O)OC)c1ccccc1[N+](=O)[O-]	13	.	-2	3	.	-3	0.0
Cn1c(C(=O)NCC2CCCO2)cc2c(=O)n(C)c3ccccc3c21 (stereo not drawn)	-1	-3	3	3	7	.	0.1
NS(=O)(=O)c1ccc(CNC(=O)CCSCCC(=O)NCc2ccc(S(N)(=O)=O)cc2)cc1	3	.	1	12	.	-2	.
CO[C@H]1CN(C)C(=O)c2cc(NS(=O)(=O)c3ccccc3F)ccc2OC[C@@H](C)NC[C@H]1C	-7	3	-4	-8	0	1	-0.2
CCCN1C[C@@H](C)[C@H](OC)CN(C)C(=O)c2ccc(NC(=O)C3CCC3)cc2OC[C@@H]1C	2	-20	-6	-2	0	-2	0.5
CCC1CCC2(CC1)SCC(=O)N2c1ccccc1 (stereo not drawn)	8	12	-9	-5	-3	-6	1.6
COc1ccc(N(C)C(=O)c2cn(C)c(=O)c3cc(OC)c(OC)cc23)cc1	5	-1	2	-8	3	9	-0.1
Cc1ccc(CN2CC=CS2(=O)=O)cc1	-4	.	-4	-3	.	3	.
C=CC[n+]1ccc2ccccc2c1C	6	6	-1	1	.	0	.
COc1cc(/C=C/C(=O)O)ccc1OS(=O)(=O)c1c(C)cc(C)cc1C	4	5	6	0	4	3	0.7
COc1ccc(C=CC(=O)c2ccc(OCc3ccccc3)c(OC)c2)cc1OC	4	-5	-2	1	-2	2	-0.5
COc1cc2nc(NC(=O)c3ccc(F)cc3Cl)sc(=O)c2cc1OC	.	-2	1	1	-1	-4	.
C[C@@H]1CN([C@@H](C)CO)C(=O)Cc2cc(NS(=O)(=O)c3cn(C)cn3)ccc2O[C@@H]1CN(C)C(=O)Nc1ccccc1	-2&-7	14	2&2	-3&6	0	10&5	1.1&0.0
CCCCN1Cc2c(nc3cc(-c4ccccc4)[nH]n3c2=O)C1=O	-2	.	-7	4	.	-65	.
O=C(Nc1ccccc1)Nc1ccc2c(c1)[C@@H]1C[C@H](CC(=O)N3CCCCC3)O[C@@H](CO)[C@@H]1O2	?	9	6	0	0	2	0.2
Cc1onc(-c2ccccc2)c1-c1csc(N/N=C/c2ccccc2Cl)n1	-2	-13	0	-4	.	-4	.
CC(C)c1ccc2oc(=O)cc(CN3CCN(Cc4ccccc4)CC3)c2c1	?	-8	0	-1	-1	-1	1.2
Cc1ccc(-c2cnc3c(c2)C(=O)N([C@H](C)CO)C[C@@H](C)[C@H](CN(C)Cc2ccccc2F)O3)cc1	-8	2	2	-4	5	6	0.3
CCN(CC)C(=O)c1cnn(-c2ccccc2)c1NC(=O)c1ccco1	6	10	-1	0	0	-1	.
CC1CCN(CCCn2c(=S)[nH]c3c(sc4ccccc43)c2=O)CC1	.	18	-4	2	-3	0	0.0
CC1CCN(S(=O)(=O)c2ccc(NC(=O)CN3CCCCCC3)cc2)CC1	8	-1	-6	0	.	-5	0.1
C[C@H](CO)N1C[C@H](C)[C@@H](CN(C)C(=O)CCC(F)(F)F)OCc2ccccc2-c2c(n(C)c3ccccc23)C1=O	-7	.	0	-1	3	3	-3.3
SMILES	DENV2 CPE rescue	C2C12 statin	S100A4 MyoIIA	ERp5 inh	PglD DTNB	SIRT5 block	E-selectin induc
COc1ccccc1C(=O)C1CCCN(C(=O)c2ccccc2C(C)=O)C1 (stereo not drawn)	-1	8	-5	1	1	2	.
COc1ccc(NC(=O)Nc2cccc3c2O[C@@H](CN(C)CC2CC2)[C@H](C)CN([C@@H](C)CO)C3=O)cc1	-1	48	1	0	1	1	0.0
CN(C)CCCNC(=O)C[C@H]1C=C[C@H](NS(=O)(=O)c2ccccc2)[C@H](CO)O1	10	-3	-5	-1	-5	-1	0.3
COCC(=O)N1CCCCN2[C@H](CO)[C@@H](c3ccc(C#Cc4ccc(OC)cc4)cc3)[C@@H]2C1	0	.	-7	-2	3	2	-0.4
COc1ccc(/C(C)=N/OCC(=O)Nc2nc3ccccc3s2)cc1OC	3	11	-4	0	-4	-4	.
Cc1ccc(NC2=C(Cl)C(=O)OC2OC(=O)c2ccco2)cc1C (stereo not drawn)	0	-3	5	11	0	0	-0.1
CCCCCCSc1ccc(-c2nc3cnccn3c2NC2CCCCC2)cc1	-8	.	-3	-2	.	.	-0.1
COC(=O)C1=C(C)N(C)C(=NCC2CC2)NC1c1ccc(F)cc1 (stereo not drawn)	4	.	-2	-1	.	.	-0.2
Cc1ccc(OCc2cc(C(=O)N3CCN(C)C[C@@H]3c3ccccc3)no2)cc1C	18	.	-6	7	5	-1	0.0
Cc1cc(-c2nnn(CCCOC(C)(C)C)c2C)ccc1-c1cn(CCCOC(C)(C)C)nn1	2	-16	52	-2	0	9	0.2
CCOc1ncccc1C(=O)Nc1ncc(C)s1	-3	.	3	-1	.	1	14
COc1ccc(N(CC2CO2)S(=O)(=O)c2ccccc2)cc1 (stereo not drawn)	?	-1	-2	5	.	.	.
C=CCOc1ccc(C(=O)c2ccccc2)c(OCC(=O)NC2(C#N)CCCC2)c1	-4	9	-1	-5	1	-4	.
Cc1cnc(CN2CCCC(C(=O)c3ccc4c5c(cccc35)CC4)C2)[nH]1 (stereo not drawn)	.	.	4	8	.	-3	.
COc1ccccc1NC(=O)c1c(N=Cc2c(O)ccc3ccccc23)cnn1C	?	.	3	7	.	0	.
O=C(C1=C(O)C(=O)N(Cc2cccnc2)C1c1ccccn1)c1cccs1 (stereo not drawn)	3	.	-4	-1	.	1	.
CCOc1ccc(C(=O)NC2CC3CCCC(C2)N3CC(C)C)cc1 (stereo not drawn)	1	.	-4	4	.	-4	.
CCOC(=O)C1CCN(CC(=O)NC(=O)NC2CCCCC2)CC1	-5	.	1	-1	.	-6	-0.4
Cc1ccccc1CN(C)C(=O)COC(=O)CSc1ccc([N+](=O)[O-])cc1	1	0	-3	0	-3	2	-0.1
COc1ccccc1CN1C[C@H](C)[C@@H](OC)CN(C)C(=O)c2ccc(NC(C)=O)cc2OC[C@H]1C	5	-6	-1	-1	1	-2	0.0
CC(=O)c1ccc(S(=O)(=O)N2CCNC(=O)C2)cc1	-1	2	-1	-10	4	-3	.
CCOc1ccccc1N=CC1=C(O)CC(c2ccccc2)CC1=O (stereo not drawn)	1	-1	6	2	4	-4	0.8
CCC1Oc2ccccc2N(CC(=O)NCCCN2CCCCC2CC)C1=O (stereo not drawn)	-1	-21	-86	-6	0	2	.
C[C@@H]1CN([C@@H](C)CO)C(=O)Cc2cc(NS(C)(=O)=O)ccc2O[C@H]1CN(C)Cc1ccc(C(=O)O)cc1	-4	-14	2	3	-5	4	-2.7
